GAA850 FXN act – frataxin GAA850 promoter activation | AID 540364 | HEK293 lucGAA850 FXN promoter luciferase reporter, 24 h; percent of 10 µM SAHA response | activation, % at 6 µM | hit rate 0.56% among 360,000;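 active = activation above the average of all compounds screened plus 3 SD, cutoff fixed separately per campaign, cut at about 7.5% in these data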;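 note: 0% = DMSO wells and 100% = 10 µM SAHA wells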
ADAM10 inh – inhibits human ADAM10 | O14672 | recombinant ADAM10, EDANS/DABCYL FRET peptide cleavage, 3 h | inhibition, % at 7 µM | hit rate 0.62% among 370,000 | AID 720582;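 active = inhibition above a per-campaign cutoff equal to the mean of compounds falling between control-based bounds plus 3 SD, cut at about 20% in these data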;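 note: 0% = DMSO wells while the 100% control is not disclosed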
GC-A act – GC-A (human) enzyme activation | P16066 | activation, % at 10 µM | HEK293 GC-A cells, cGMP TR-FRET, EC30 ANP; 0% at EC30 ANP, 100% saturating ANP | hit rate 0.14% among 370,000; in the data active = activation above about 40%
sPLA2-III inh – Inhibits HGIII-sPLA2 liposome hydrolysis, primary screen | QFRET BODIPY PC-A2 liposome hydrolysis, fluorescence | hit rate 0.56% among 370,000 | AID 743126 | Q9NZ20 | inhibition, % at 12.2 µM;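 active = inhibition above mean plus 3 SD of compounds lying within the high and low control bounds, cut at about 19% in these data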;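 note: 0% = median of test compound wells and 100% = no enzyme DMSO wells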
rCAG RNA binder – r(CAG) repeat RNA binding | TO-PRO-1 dye displacement fluorescence | inhibition, % at 3 µM | hit rate 1.3% among 370,000 | AID 651821;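 active = inhibition above the plate cutoff, the mean of all test compounds on that plate plus 3 SD, cut at about 35% in these data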;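 note: 0% = DMSO alone and 100% = 100 µM mitoxantrone as full dye displacement; higher means more dye released from RNA so lower well fluorescence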
ASAP1 GAP inh – blocks human ASAP1-stimulated Arf1 GTP hydrolysis; hit rate 0.19% among 360,000; inhibition, % at 16.5 µM; Q9ULH1; GDP FP detection; in the data active = inhibition above about 25%;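 note: 0% = vehicle with enzyme and substrate and 100% = no enzyme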
Target sequence (Q9ULH1 325-724 limits assumed): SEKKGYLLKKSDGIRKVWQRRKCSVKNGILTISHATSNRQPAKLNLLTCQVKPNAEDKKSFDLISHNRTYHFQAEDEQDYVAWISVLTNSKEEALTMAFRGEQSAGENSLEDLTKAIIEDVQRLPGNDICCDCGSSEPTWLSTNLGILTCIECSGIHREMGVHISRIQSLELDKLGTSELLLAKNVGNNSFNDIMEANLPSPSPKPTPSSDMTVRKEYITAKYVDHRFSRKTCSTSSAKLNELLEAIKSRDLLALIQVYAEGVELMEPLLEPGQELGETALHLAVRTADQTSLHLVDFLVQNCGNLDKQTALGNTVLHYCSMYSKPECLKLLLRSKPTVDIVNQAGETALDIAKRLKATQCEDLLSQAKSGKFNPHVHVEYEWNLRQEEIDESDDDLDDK
NPR2 activator – GC-B (human) receptor activation; P20594; HEK293-GC-B cells, CNP EC30, cGMP TR-FRET; 0% at EC30 CNP, 100% saturating CNP; activation, % at 10 µM; hit rate 0.11% among 370,000; AID 1920062;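 active = activation at 10 µM reaching about 35% in either raw or pattern-adjusted values, limit read from the data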
Tn6 DDE FP – inhibitors of Tn6 peptide binding to human fibrin DD(E) | P02675 | Fibrin DD(E) TRITC-Tn6 fluorescence polarization displacement | inhibition, % at 8.3 µM | hit rate 0.21% among 370,000 | AID 720509;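 active = inhibition above a per-campaign cutoff: mean of compounds within control limits plus 3 SD, cut at about 15% in these data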;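 note: 0% = median of all compound wells on the plate and 100% = blocking peptide control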
Target sequence (P02675 whole entry, looked up): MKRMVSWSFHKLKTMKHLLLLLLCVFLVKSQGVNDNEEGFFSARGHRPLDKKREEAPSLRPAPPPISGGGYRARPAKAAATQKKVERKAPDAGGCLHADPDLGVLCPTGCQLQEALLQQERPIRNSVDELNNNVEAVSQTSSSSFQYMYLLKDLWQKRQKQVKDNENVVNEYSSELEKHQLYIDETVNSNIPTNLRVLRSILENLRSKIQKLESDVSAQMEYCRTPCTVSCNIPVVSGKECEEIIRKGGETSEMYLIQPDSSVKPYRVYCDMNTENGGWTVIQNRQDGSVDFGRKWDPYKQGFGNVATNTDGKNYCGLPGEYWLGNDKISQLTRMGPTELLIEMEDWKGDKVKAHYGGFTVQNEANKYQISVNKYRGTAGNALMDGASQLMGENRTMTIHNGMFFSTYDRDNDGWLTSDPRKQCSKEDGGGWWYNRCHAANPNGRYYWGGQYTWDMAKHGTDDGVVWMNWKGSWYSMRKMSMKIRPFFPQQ
KLK7 zymogen act – activators of human kallikrein-7 zymogen; P49862; purified proKLK7, EDANS-DABCYL substrate fluorescence; 100% is mature enzyme control, 0% vehicle; activation, % at 7 µM; hit rate 0.9% among 370,000;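 active = activation above the mean of all tested compounds plus 3 SD, computed per campaign excluding outliers beyond control limits, cut at about 13% in these data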
ARFGAP1 inhibitor – inhibitors of rat ARFGAP1; Q62848; Arfgap1-stimulated ARF1 GTP hydrolysis, GDP FP detection; inhibition, % at 16.5 µM; hit rate 0.26% among 360,000; AID 651572;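 active = inhibition above a per-plate limit, mean inhibition of low control wells plus 3 SD, cut at about 25% in these data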;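 note: 0% = DMSO wells with enzyme and 100% = wells lacking Arfgap1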
Target sequence (Q62848 1-136 limits assumed): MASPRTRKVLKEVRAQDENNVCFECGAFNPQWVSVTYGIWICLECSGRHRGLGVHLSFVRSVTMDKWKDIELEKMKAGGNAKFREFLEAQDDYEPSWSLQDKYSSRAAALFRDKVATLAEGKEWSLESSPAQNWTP
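Assay system: purified rat His6-Arfgap1 residues 1-136 (GAP domain); Reagent: human Δ17 ARF1 bound to GTP; Dosing: 16.5 µM single point, 1.26% DMSO; Times: GTP hydrolysis reaction 2 h at 25 °C; Signal: FP, GDP Alexa 633 tracer displaced from anti-GDP antibody, 620/688 nm; Measure: % inhibition from polarization.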
* = called active by the depositor.

COc1ccc(NCC(=O)Nc2cccc(C(F)(F)F)c2)cc1S(=O)(=O)N1CCOCC1 was read as GAA850 FXN act -2.3, ADAM10 inh -11, GC-A act -6, sPLA2-III inh -4, rCAG RNA binder 3, ASAP1 GAP inh 5, NPR2 activator 0, Tn6 DDE FP 1, KLK7 zymogen act -0.1 and ARFGAP1 inhibitor 10.
COc1ccc(NC(=O)Cc2c(F)cccc2Cl)c(OC)c1 was read as GAA850 FXN act 1.7, ADAM10 inh 2, GC-A act 0, sPLA2-III inh 6, rCAG RNA binder 2, ASAP1 GAP inh -1, NPR2 activator 0, Tn6 DDE FP 3, KLK7 zymogen act 0.4 and ARFGAP1 inhibitor 11.
For NC(=O)c1ccc(NC(=O)c2ccc(COc3ccc(F)cc3)o2)cc1 the results were GAA850 FXN act 0.6, ADAM10 inh -6, GC-A act 1, sPLA2-III inh 5, rCAG RNA binder 4, ASAP1 GAP inh -14, NPR2 activator 1, Tn6 DDE FP -6, KLK7 zymogen act -0.2 and ARFGAP1 inhibitor -1.
`Cc1ccc(S(=O)(=O)Nc2cc(S(=O)(=O)N3CCCCC3)ccc2N2CCOCC2)cc1` gave GAA850 FXN act -1.0, ADAM10 inh -5, GC-A act 1, sPLA2-III inh 3, rCAG RNA binder 3, ASAP1 GAP inh 3, NPR2 activator 3, Tn6 DDE FP 5, KLK7 zymogen act 0.9 and ARFGAP1 inhibitor 5.
Cc1ccccc1NC(=O)C(=O)NCCCN1CCCC1=O was read as GAA850 FXN act 2.3, ADAM10 inh -4, GC-A act 3, sPLA2-III inh 1, rCAG RNA binder -2, ASAP1 GAP inh -14, NPR2 activator 3, Tn6 DDE FP 1, KLK7 zymogen act 0.4 and ARFGAP1 inhibitor -3.
`Cc1c(Br)c([N+](=O)[O-])nn1C(C)C(=O)N1CCc2ccccc2C1` (stereo not given) gave GAA850 FXN act -1.6, ADAM10 inh -5, GC-A act -5, sPLA2-III inh 1, rCAG RNA binder 0, ASAP1 GAP inh -18, NPR2 activator -5, Tn6 DDE FP -1, KLK7 zymogen act 0.1 and ARFGAP1 inhibitor 1.
CC(O)CNc1nc(Cl)c(C#N)s1 (stereo not given) was read as GAA850 FXN act 2.0, ADAM10 inh -2, GC-A act 3, sPLA2-III inh -1, rCAG RNA binder 3, ASAP1 GAP inh 14, NPR2 activator 2, Tn6 DDE FP -4, KLK7 zymogen act -0.1 and ARFGAP1 inhibitor 8.
Screening O=C(O)c1ccccc1-c1ccccc1C(=O)NNc1ccccc1 returned GAA850 FXN act -3.9, ADAM10 inh 1, GC-A act 2, sPLA2-III inh -2, rCAG RNA binder 1, ASAP1 GAP inh 1, NPR2 activator -1, Tn6 DDE FP 8, KLK7 zymogen act 0.0 and ARFGAP1 inhibitor 11.
`Cc1ccc(N2CC(C(=O)Nc3ccc(N4CCOCC4)cc3)CC2=O)cc1C` (stereo not given) gave GAA850 FXN act -0.3, ADAM10 inh 7, GC-A act -2, sPLA2-III inh 4, rCAG RNA binder 7, ASAP1 GAP inh -11, NPR2 activator -5, Tn6 DDE FP 10, KLK7 zymogen act -0.1 and ARFGAP1 inhibitor 1.
`CCCc1nnc(NC(=O)CNc2ccc(F)cc2)s1` gave GAA850 FXN act 0.8, ADAM10 inh -4, GC-A act 6, sPLA2-III inh 3, rCAG RNA binder 1, ASAP1 GAP inh 11, NPR2 activator 4, Tn6 DDE FP 4, KLK7 zymogen act 0.5 and ARFGAP1 inhibitor -4.
CCC[C@H]1[C@@H](NC(=O)c2cccnc2)CC[C@@]23CCCN2C(=O)CCC[C@@H]13 was read as ADAM10 inh -7, GC-A act -6, sPLA2-III inh 7, NPR2 activator 3 and Tn6 DDE FP -3.
For COc1ccccc1NC(=O)CNC(=O)c1ccc(Br)o1 the results were GAA850 FXN act 1.1, ADAM10 inh 4, GC-A act 2, sPLA2-III inh -1, rCAG RNA binder 8, ASAP1 GAP inh -3, NPR2 activator 3, Tn6 DDE FP -1, KLK7 zymogen act -0.5 and ARFGAP1 inhibitor 10.
For CC(O)CCC(=O)NCCNC(=O)CCC(C)O (stereo not given) the results were GAA850 FXN act -2.6, ADAM10 inh -12, GC-A act 2, sPLA2-III inh 0, rCAG RNA binder -2, ASAP1 GAP inh 5, NPR2 activator 3, Tn6 DDE FP 0, KLK7 zymogen act 0.8 and ARFGAP1 inhibitor -15.
`CC(=O)N1CC=C2C(C#N)=C(N)C(C#N)(C#N)C(CCc3ccccc3)C2C1` (stereo not given) gave GAA850 FXN act 0.9, ADAM10 inh -236, GC-A act -9, sPLA2-III inh -28, rCAG RNA binder 4, ASAP1 GAP inh -2, NPR2 activator -8, Tn6 DDE FP 6, KLK7 zymogen act 12 and ARFGAP1 inhibitor -2.
Cc1ccc(C)c(S(=O)(=O)n2cnc3ccccc32)c1 was read as GAA850 FXN act 0.4, ADAM10 inh 5, GC-A act 1, sPLA2-III inh 8, rCAG RNA binder -2, ASAP1 GAP inh 2, NPR2 activator -4, Tn6 DDE FP 0, KLK7 zymogen act -0.4 and ARFGAP1 inhibitor -5.
For O=C(CNCCC1=CCCCC1)Nc1ccccc1N1CCCCC1 the results were GAA850 FXN act 0.6, ADAM10 inh 12, GC-A act 6, sPLA2-III inh -1, rCAG RNA binder -5, ASAP1 GAP inh -16, NPR2 activator -5, Tn6 DDE FP -3, KLK7 zymogen act 0.2 and ARFGAP1 inhibitor -8.
For CC(C)c1ccc(/C=C/C(=O)CCC(=O)O)cc1 the results were GAA850 FXN act -4.0, ADAM10 inh -7, GC-A act -2, sPLA2-III inh -1, rCAG RNA binder 3, ASAP1 GAP inh -6, NPR2 activator 1, Tn6 DDE FP 7, KLK7 zymogen act -0.3 and ARFGAP1 inhibitor -5.
For O=C(O)c1cccc2c1-c1c(cccc1[N+](=O)[O-])C2 the results were GAA850 FXN act -0.5, ADAM10 inh -11, GC-A act 1, sPLA2-III inh 6, rCAG RNA binder 2, ASAP1 GAP inh -11, NPR2 activator -2, Tn6 DDE FP -6, KLK7 zymogen act 0.7 and ARFGAP1 inhibitor 7.
Screening Oc1ccc(-c2cccc(-c3ccc(O)cc3)n2)cc1 returned GAA850 FXN act -0.4, ADAM10 inh 9, GC-A act -1, sPLA2-III inh -61, rCAG RNA binder 10, ASAP1 GAP inh 1, NPR2 activator -5, Tn6 DDE FP -17, KLK7 zymogen act -1.1 and ARFGAP1 inhibitor 15.
For COC(=O)c1c(-c2ccccc2)noc1C the results were GAA850 FXN act -0.7, ADAM10 inh 1, GC-A act 2, sPLA2-III inh 2, rCAG RNA binder -2, ASAP1 GAP inh -4, NPR2 activator 3, Tn6 DDE FP 2, KLK7 zymogen act -0.5 and ARFGAP1 inhibitor -5.

The final 2 records of the part before lead into the next:
Screening Oc1ccc(-c2cccc(-c3ccc(O)cc3)n2)cc1 returned GAA850 FXN act -0.4, ADAM10 inh 9, GC-A act -1, sPLA2-III inh -61, rCAG RNA binder 10, ASAP1 GAP inh 1, NPR2 activator -5, Tn6 DDE FP -17, KLK7 zymogen act -1.1 and ARFGAP1 inhibitor 15.
For COC(=O)c1c(-c2ccccc2)noc1C the results were GAA850 FXN act -0.7, ADAM10 inh 1, GC-A act 2, sPLA2-III inh 2, rCAG RNA binder -2, ASAP1 GAP inh -4, NPR2 activator 3, Tn6 DDE FP 2, KLK7 zymogen act -0.5 and ARFGAP1 inhibitor -5.
`O=[N+]([O-])c1cccc(-c2ccc(/C=N/Nc3nc(N4CCCCC4)nc(N4CCCCC4)n3)o2)c1` gave GAA850 FXN act 0.5, ADAM10 inh -5, GC-A act 0, sPLA2-III inh 4, rCAG RNA binder 0, ASAP1 GAP inh -6, NPR2 activator 4, Tn6 DDE FP -4, KLK7 zymogen act 0.6 and ARFGAP1 inhibitor -2.
Screening CCN(CC)S(=O)(=O)c1ccc(NC(=O)c2cc(-c3cccs3)nc3ccccc23)cc1 returned GAA850 FXN act -4.1, ADAM10 inh -28, GC-A act -1, sPLA2-III inh 5, rCAG RNA binder 13, ASAP1 GAP inh 7, NPR2 activator 2, Tn6 DDE FP -1, KLK7 zymogen act -1.5 and ARFGAP1 inhibitor 9.
For O=C(c1cc(Br)c[nH]1)N1CCCCC1 the results were GAA850 FXN act 0.4, ADAM10 inh 14, GC-A act 2, sPLA2-III inh 12, rCAG RNA binder 1, ASAP1 GAP inh -16, NPR2 activator -2, Tn6 DDE FP 3, KLK7 zymogen act 0.2 and ARFGAP1 inhibitor 3.
Screening O=C(O)Cc1ccc(N2N=C(c3ccccc3)CC2=O)cc1 returned ADAM10 inh -6, GC-A act 1, sPLA2-III inh 6, rCAG RNA binder 68*, ASAP1 GAP inh -4, NPR2 activator 3, Tn6 DDE FP -1, KLK7 zymogen act 0.4 and ARFGAP1 inhibitor 0.
For CC(=O)N1CN(CCCn2ccnc2)Cc2c1sc1c2CCCC1 the results were GAA850 FXN act -0.1, ADAM10 inh -2, GC-A act -3, sPLA2-III inh -4, rCAG RNA binder -4, ASAP1 GAP inh 10, NPR2 activator 3, Tn6 DDE FP -6, KLK7 zymogen act 0.0 and ARFGAP1 inhibitor -6.
CN1CCN(NC(=O)c2cc(S(=O)(=O)N3CCOCC3)c(Cl)cc2Cl)CC1 was read as GAA850 FXN act 0.7, ADAM10 inh -8, GC-A act -2, sPLA2-III inh 9, rCAG RNA binder 0, ASAP1 GAP inh -4, NPR2 activator -2, Tn6 DDE FP 7, KLK7 zymogen act 0.1 and ARFGAP1 inhibitor -1.
`CCCn1c(SCC(=O)Nc2cccc(C)n2)nc2c1c(=O)n(C)c(=O)n2C` gave GAA850 FXN act 3.0, ADAM10 inh 4, GC-A act -6, sPLA2-III inh -1, rCAG RNA binder -4, ASAP1 GAP inh -4, NPR2 activator 4, Tn6 DDE FP -9, KLK7 zymogen act 0.2 and ARFGAP1 inhibitor -5.
For COc1cccc(CNC(=O)[C@@H]2CCCN2C(=O)[C@H]2CCCCN2C(=O)c2ccccc2C)c1 the results were ADAM10 inh -15, GC-A act -6, sPLA2-III inh 1, rCAG RNA binder -4, ASAP1 GAP inh 0, NPR2 activator -1, Tn6 DDE FP -7, KLK7 zymogen act -0.3 and ARFGAP1 inhibitor 4.
`CCCn1c(N)c(C(=O)CSc2nnnn2-c2ccc(O)cc2)c(=O)n(C)c1=O` gave GAA850 FXN act 2.3, ADAM10 inh 8, GC-A act -2, sPLA2-III inh -17, rCAG RNA binder 7, ASAP1 GAP inh 4, NPR2 activator -6, Tn6 DDE FP 5, KLK7 zymogen act -0.3 and ARFGAP1 inhibitor 8.
Cc1cc(C)cc(N(CC(=O)NCc2ccco2)S(=O)(=O)c2ccccc2)c1 was read as GAA850 FXN act 1.2, ADAM10 inh -5, GC-A act -8, sPLA2-III inh -4, rCAG RNA binder -5, ASAP1 GAP inh 1, NPR2 activator -4, Tn6 DDE FP 2, KLK7 zymogen act 0.2 and ARFGAP1 inhibitor 8.
`Cc1cc(N2CCN(C(=O)Oc3ccc(C(F)(F)F)cc3)CC2)c2ccccc2n1` gave ADAM10 inh 5, GC-A act -4, sPLA2-III inh -5, rCAG RNA binder 2, NPR2 activator 1, Tn6 DDE FP 0 and KLK7 zymogen act 0.1.

Compound activity as filed in PubChem.
